TRb SRC2 PPI – disrupts binding of human TR beta to SRC2; P10828; TRbeta-SRC2 peptide binding, fluorescence polarization; receptor liganded with 1 µM T3; Potency, µM (highest dose often 106 µM), for inactives: top-dose activity change, negative = inhibition, hits mostly inhibitors; 0.065% of 280,000 active; AID 1469;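 note: plate controls were bound peptide for no effect and peptide without receptor for full effect; nearly all actives have a fitted effect of over 50% in size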
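Human TRb ligand-binding domain (0.6 uM) is mixed with 20 nM Texas Red SRC2 peptide and 1 uM T3; after compound addition and 5 hr at ambient temperature, polarization is measured and normalized to unbound and bound controls.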
Tau FP inhib – inhibitors of human tau fibril formation | K18 P301L tau heparin fibrillization, Alexa594 FP, 6 h | Potency, µM (titrated, usually from 57.7 µM), inactives show top-dose activity, negative = inhibition, usual class: inhibitors | 0.39% of 280,000 active | AID 1468; note: nearly all actives have a fitted effect of over 55% in size
Target sequence (P10636 561-689 P618L limits assumed): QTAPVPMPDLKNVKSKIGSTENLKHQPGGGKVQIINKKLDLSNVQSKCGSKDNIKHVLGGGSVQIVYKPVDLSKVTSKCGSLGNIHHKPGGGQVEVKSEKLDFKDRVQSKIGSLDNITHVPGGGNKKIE
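Compound effects on tau fibrillization are measured by Alexa 594 fluorescence polarization (ex 555, em 632 nm). K18 P301L tau is used at 15 uM with 0.24 uM labeled tracer, and 20 uM heparin induces aggregation over 6 hr at 37 C.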
Tau fibril ThT – inhibitors of human tau fibril formation, thioflavin T binding; P10636; recombinant tau K18 P301L (four-repeat tau fragment), heparin-induced fibrillization, ThT fluorescence; Potency, µM (series often up to 57.4 µM), for the others: at the top dose activity, negative = inhibition, usual class: inhibitors; 2.1% of 270,000 active; note: nearly all actives have a fitted effect of over 55% in size
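Heparin-induced (20 uM) aggregation of recombinant human K18 P301L tau, 15 uM unlabeled with 0.24 uM labeled, pH 7 acetate buffer, 6 hr at 37 C with compound. Fibrils quantified by 30 uM ThT fluorescence after 1 hr ambient incubation.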
TR SRC2 fluor cs – alters Texas Red total fluorescence, flagging assay interference; TRb/SRC2 Texas Red total fluorescence interference; Potency, µM (highest dose often 106 µM), for inactives: at the top dose fluorescence change, negative = quenching; 0.29% of 280,000 active; active = well fitted curve in either direction with a large enough effect; inconclusive = small, poorly fitted or top-dose-only effect
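Human TRβ ligand-binding domain (0.6 uM) and Texas Red SRC2 peptide (20 nM) in Tris buffer with 1 uM T3 and 5% DMSO were incubated with pinned compound for 5 hr at ambient temperature. Total fluorescence was computed as S + 2P (555/632 nm).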
RGS12 GoLoco inh – RGS12 GoLoco-Gai1 interaction inhibition | Gai1:RGS12 GoLoco peptide FP, rhodamine, 10 min | P63096 | Potency, µM (highest dose often 61.6 µM), for the others: top-dose activity, negative = inhibition, usual class: inhibitors | 0.44% of 230,000 active; active = well fitted inhibition curve with a large enough effect, not every such curve was filed as active; inactive = no such curve, though single readings can be large or run the other way; note: nearly all actives have a fitted effect of over 30% in size; many of its hits are not listed in these tables
L3MBTL1 inh – inhibitors of human L3MBTL1. AID 485360. Potency, µM (highest dose often 57.1 µM), without a hit: at the top dose activity, negative = inhibition, usual class: inhibitors. 0.66% of 230,000 active. AlphaScreen L3MBTL1–H3K9me1 peptide binding. Q9Y468; note: nearly all actives have a fitted effect of over 60% in size
Target sequence (Q9Y468 whole entry, looked up): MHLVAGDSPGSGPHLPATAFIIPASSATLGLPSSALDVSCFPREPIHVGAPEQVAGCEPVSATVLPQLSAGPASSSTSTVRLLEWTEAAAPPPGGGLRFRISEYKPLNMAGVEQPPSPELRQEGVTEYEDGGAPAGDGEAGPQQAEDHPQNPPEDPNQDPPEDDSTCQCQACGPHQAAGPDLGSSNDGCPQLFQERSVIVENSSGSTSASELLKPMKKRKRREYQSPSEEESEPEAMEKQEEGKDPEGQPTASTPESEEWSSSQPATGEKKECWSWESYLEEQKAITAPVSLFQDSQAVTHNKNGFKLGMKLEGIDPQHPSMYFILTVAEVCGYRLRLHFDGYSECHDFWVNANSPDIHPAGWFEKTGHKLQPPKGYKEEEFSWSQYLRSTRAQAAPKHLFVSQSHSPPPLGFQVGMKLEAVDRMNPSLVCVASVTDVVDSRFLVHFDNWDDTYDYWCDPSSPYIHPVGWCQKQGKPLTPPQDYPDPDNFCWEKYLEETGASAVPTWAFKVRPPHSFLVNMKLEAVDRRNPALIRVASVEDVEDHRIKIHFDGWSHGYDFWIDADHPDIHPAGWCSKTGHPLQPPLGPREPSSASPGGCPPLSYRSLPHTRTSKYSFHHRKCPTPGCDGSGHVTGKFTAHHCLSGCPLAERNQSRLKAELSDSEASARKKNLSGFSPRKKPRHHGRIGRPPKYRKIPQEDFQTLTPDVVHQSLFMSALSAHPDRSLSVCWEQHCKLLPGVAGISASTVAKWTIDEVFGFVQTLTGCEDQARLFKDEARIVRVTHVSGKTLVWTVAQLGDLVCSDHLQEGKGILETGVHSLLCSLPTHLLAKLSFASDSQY
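AlphaScreen proximity signal between nickel-chelate acceptor and streptavidin donor beads (final 10 ug/mL) reports binding of 50 nM L3MBTL1 to 75 nM biotin-H3 K9me1 peptide; complex incubated with compounds 30 min at room temperature; cefsulodin titration as control.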
KDM4E inh – blocks human JMJD2E demethylase activity | 1.6% of 230,000 active | Potency, µM (titrated, usually from 57.1 µM), for inactives: at the highest dose activity change, negative = inhibition, actives largely listed as inhibitors | B2RXH2 | JMJD2E catalytic domain, FDH-coupled NADH fluorescence (FDH is formaldehyde dehydrogenase); active = well fitted inhibition curve with a large enough effect, not every such curve was filed as active; inconclusive = small, poorly fitted or top-dose-only effect, or another doubt; inactive = no such curve, though single readings can be large or run the other way;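 note: 0% = wells with enzyme and -100% = buffer wells without enzyme; nearly all actives have a fitted effect of over 50% in size; many of its hits are not listed in these tables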
RECQ1 inh – inhibitors of human RECQ1 DNA helicase; Potency, µM (series often up to 57.3 µM), for inactives: at the top dose activity, negative = inhibition, most hits filed as inhibitors; RECQ1 DNA unwinding, red fluorescence kinetic read; 0.54% of 240,000 active; P46063;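 note: plate controls were vehicle for no effect and no enzyme for full effect; nearly all actives have a fitted effect of over 30% in size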
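RECQ1T1 50 nM; forked duplex (20 bp + 30-nt ss tails) 200 nM, ATP 2 mM final; pH 8.0, 2 mM MgCl2, 2.5 ug/ml poly(dI-dC); 15 min compound preincubation; discontinuous kinetic read over 2 h at RT.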
Starred values were filed as active, the others as inactive; i = inactive; ? = inconclusive; . = no result given; [ ] = another dose, or the depositor's remark. Unless noted, calls come from the whole dose curve; as a rule, active = well fitted curve in the direction sought with a large enough effect; inconclusive = small, poorly fitted or top-dose-only effect, or another doubt; inactive = no such curve, though single readings can be large; an effect the other way counts as inactive or inconclusive. Unless noted, % is set by controls: 0 for no effect and ±100 for the full control effect; potency is the fitted concentration of half-maximal effect. Not all compounds are listed (hit frequency here may not be typical).

SMILES	TRb SRC2 PPI	Tau FP inhib	Tau fibril ThT	TR SRC2 fluor cs	RGS12 GoLoco inh	L3MBTL1 inh	KDM4E inh	RECQ1 inh
NNc1nc2c(-c3ccc(F)cc3)nnn2c2ccccc12	9%	0%	?	-3%	15%	26%	?	-5%
CCOC(=O)C1CCCN(C(c2ccccn2)c2c(C)[nH]c3ccccc23)C1 (stereo not given)	-1%	5%	?	-2%	6%	-5%	?	-2%
CC(=O)c1ccc(NC(=S)NNC(=O)c2ccncc2)cc1	4%	7%	?	-10%	5%	4%	?	-3%
COCCCNS(=O)(=O)c1ccc(C)cc1	2%	-9%	-5%	0%	5%	14%	1%	-3%
O=[N+]([O-])c1ccc(N2CCN(Cc3ccccc3)CC2)c(S(=O)(=O)N2CCOCC2)c1	9%	2%	-1%	1%	2%	-13%	1%	-6%
Cc1c(C(=O)NCCc2ccc(Cl)cc2)sc2nc3n(c(=O)c12)CCCC3	-11%	7%	-4%	?	.	.	.	.
Cc1cc(C)c2nc(C)cc(Nc3cccc(C(=O)O)c3)c2c1	2%	-2%	0%	2%	.	.	.	.
O=C(NCC1CCCO1)c1cc2n(n1)C(C(F)(F)F)CC(c1ccc(F)cc1)N2 (stereo not given)	3%	7%	2%	-2%	10%	3%	4%	i
Oc1ccc(Cl)cc1/C=N/c1nc2ccccc2[nH]1	0%	-2%	1%	-2%	.	8%	?	i
O=C1CC(N2CCN(c3ccccc3)CC2)C(=O)N1c1ccc2c(c1)OCO2 (stereo not given)	-2%	3%	-2%	-2%	-6%	-2%[11.4 µM]	0%	i
Clc1ccc(CSc2nnnn2-c2ccc3c(c2)OCO3)c(Cl)c1	-1%	-12%	-9%	0%	7%	.	3%	-10%
CCC1C(=O)CC(c2ccc([N+](=O)[O-])cc2)NC1c1ccc([N+](=O)[O-])cc1 (stereo not given)	-3%	2%	-9%	1%	5%	-26%	-7%	-6%
O=C1NC2(CCCCC2)C(=O)N1CCS(=O)(=O)Oc1ccccc1	-15%	-11%	-14%	-3%	-1%	.	3%	-3%
CN1CCN(C(=O)Nc2cccc(Cl)c2)c2cccnc21	-11%	3%	-6%	8%	.	.	.	.
Cc1ccc(-n2c(=O)c3c(C)c(C)sc3n(CC(=O)NCc3ccccc3)c2=O)cc1C	10%	-10%	5%	0%	.	.	.	.
Cc1ccc(C(=O)N2CCN(c3ccc(NC(=S)NC(=O)Cc4ccccc4)cc3)CC2)cc1	-4%	2%	-18%	-3%	6%	-2%	3%	0%
O=C1CC(N2CCC(O)CC2)C(=O)N1c1ccc(Br)cc1 (stereo not given)	-13%	4%	-7%	-1%	4%	1%	-1%	-2%
Cn1c(SCc2ccccc2)nnc1-c1c[nH]c2ccccc12	-7%	5%	?	0%	9%	0%	-1%	i
O=C(COC(=O)Cc1ccc(Br)cc1)Nc1c(F)c(F)c(F)c(F)c1F	-6%	-5%	-8%	0%	4%	8%	-13%	-7%
COc1cccc2cc(-c3nc4ccc(C)cc4[nH]3)c(=O)oc12	-9%	?	?	-2%	.	.	.	.

Twelve structures from above, ordered by length of the SMILES, ascending:
SMILES	TRb SRC2 PPI	Tau FP inhib	Tau fibril ThT	TR SRC2 fluor cs	RGS12 GoLoco inh	L3MBTL1 inh	KDM4E inh	RECQ1 inh
CN1CCN(C(=O)Nc2cccc(Cl)c2)c2cccnc21	-11%	3%	-6%	8%	.	.	.	.
Cn1c(SCc2ccccc2)nnc1-c1c[nH]c2ccccc12	-7%	5%	?	0%	9%	0%	-1%	i
O=C1CC(N2CCC(O)CC2)C(=O)N1c1ccc(Br)cc1 (stereo not given)	-13%	4%	-7%	-1%	4%	1%	-1%	-2%
Cc1cc(C)c2nc(C)cc(Nc3cccc(C(=O)O)c3)c2c1	2%	-2%	0%	2%	.	.	.	.
Clc1ccc(CSc2nnnn2-c2ccc3c(c2)OCO3)c(Cl)c1	-1%	-12%	-9%	0%	7%	.	3%	-10%
COc1cccc2cc(-c3nc4ccc(C)cc4[nH]3)c(=O)oc12	-9%	?	?	-2%	.	.	.	.
O=C(COC(=O)Cc1ccc(Br)cc1)Nc1c(F)c(F)c(F)c(F)c1F	-6%	-5%	-8%	0%	4%	8%	-13%	-7%
Cc1c(C(=O)NCCc2ccc(Cl)cc2)sc2nc3n(c(=O)c12)CCCC3	-11%	7%	-4%	?	.	.	.	.
O=C(NCC1CCCO1)c1cc2n(n1)C(C(F)(F)F)CC(c1ccc(F)cc1)N2 (stereo not given)	3%	7%	2%	-2%	10%	3%	4%	i
Cc1ccc(-n2c(=O)c3c(C)c(C)sc3n(CC(=O)NCc3ccccc3)c2=O)cc1C	10%	-10%	5%	0%	.	.	.	.
Cc1ccc(C(=O)N2CCN(c3ccc(NC(=S)NC(=O)Cc4ccccc4)cc3)CC2)cc1	-4%	2%	-18%	-3%	6%	-2%	3%	0%
CCC1C(=O)CC(c2ccc([N+](=O)[O-])cc2)NC1c1ccc([N+](=O)[O-])cc1 (stereo not given)	-3%	2%	-9%	1%	5%	-26%	-7%	-6%

(list continues)
SMILES	TRb SRC2 PPI	Tau FP inhib	Tau fibril ThT	TR SRC2 fluor cs	RGS12 GoLoco inh	L3MBTL1 inh	KDM4E inh	RECQ1 inh
Cc1ccc(C)c(-n2nnc(-c3nc(-c4ccc(Cl)cc4)no3)c2N)c1	-2%	-8%	0%	-2%	.	.	.	.
Cc1ccc(C)c(NC(=S)N(C)C)c1	-7%	-6%	-6%	0%	6%	6%	-1%	-10%
Cc1cc(C)cc(NC(=O)c2cc3c(=O)n(Cc4ccco4)ccc3nc2C)c1	5%	-4%	?	3%	.	.	.	.
S=C(NCCC(c1ccccc1)c1ccccc1)Nc1ccc(Cl)cc1	2%	14µM*	15%	-2%	9%	-5%	-10%	-25%
Cn1c(=N)c(S(=O)(=O)c2ccc(F)cc2)cc2c(=O)n3ccccc3nc21	-12%	-6%	-16%	-5%	0%	-1%	?	i
CCN(CCCNC(=O)CC(C(=O)N1CCc2ccccc21)n1ccnc1)c1ccccc1 (stereo not given)	-6%	10%	-21%	-6%	-3%	-26%	-1%	-10%
COc1ccc(OCC(=O)OCc2cc(=O)n3cc(C)sc3n2)cc1	-5%	-7%	-8%	?	.	.	.	.
CO[C@@]1(NC(=O)Cc2cccs2)C(=O)N2C(C(=O)O)=C(COC(N)=O)CSC21 (stereo not given in full)	5%	?	?	-1%	-4%	.	-18%	i
CCCCOC(=O)CSc1nc2c(c(=O)[nH]c(=O)n2C)n1C/C=C(\C)Cl	1%	-4%	5%	-8%	-5%	25%	-4%	i
O=C(/C=C/c1ccccc1)Nc1nc2n(n1)C(c1ccc(Cl)cc1)C=C(c1ccccc1)N2 (stereo not given)	9%	3%	-10%	0%	.	.	.	.
CCCC(=O)C1=C(N2CCCC2)CC(C)(C)C(C(=O)OC)C1=O (stereo not given)	-3%	-6%	3%	-6%	4%	12%	7%	12%
Cc1nn(Cc2c(Cl)cccc2Cl)c(Cl)c1/C=N/NC(=O)c1cccnc1	6%[53 µM]	1%	-8%	-2%[53 µM]	5%	13%	-14%	i
O=C(NCc1ccco1)c1ccc(CS(=O)(=O)Cc2ccc(F)cc2)o1	2%	0%	-8%	2%	2%	-6%	2%	-8%
O=C(c1cnn2c(C(F)(F)F)cc(-c3ccc4c(c3)OCO4)nc12)N1CCCCC1	5%	-3%	2%	-4%	-6%	5%	-5%	-11%
O=[N+]([O-])c1ccc(NCCCO)c(S(=O)(=O)N2CCOCC2)c1	1%	-8%	-7%	-6%	-4%	.	-1%	-21%
Cc1ccc2nc(NC(=O)CSCC(=O)OCC(=O)c3ccccc3)sc2c1	5%	-3%	-18%	-1%	10%	-5%	5%	-3%
COc1ccc(C2(O)CCN(CC(=O)Nc3nccs3)CC2)c(OC)c1	10%	-3%	-7%	-1%	8%	.	-5%	-5%
CCc1ccc(-c2cc(-c3n[nH]c(=S)n3CC)c3ccccc3n2)cc1	5%	-1%	-4%	-1%	2%	2%	?	-3%
COCCNC(=O)c1onc(CSc2ccccc2C)c1C(=O)O	3%	-1%	2%	1%	1%	4%	12%	-10%
CN(C1=NS(=O)(=O)c2ccccc21)c1ccc(OC(=O)c2ccncc2)cc1	-1%	11%	?	-2%	7%	2%	?	-6%
CCCC(C(=O)Nc1nccs1)c1ccccc1 (stereo not given)	0%	0%	0%	-3%	7%	9%	13%	-7%
O=C(Cc1ccccc1)Nc1ccccc1Sc1ccccc1	-3%	-2%	10%	-6%	4%	147%[activator]	-8%	-1%
O=C(c1oc(=O)c2ccccc2c1-c1ccccc1)N1CCOCC1	-1%	-4%	0%	0%	-3%	-2%	-8%	-3%
COc1cccc(C2/C(=C(/O)c3ccc(C)cc3)C(=O)C(=O)N2Cc2ccco2)c1 (stereo not given)	2%	?	-13%	-5%	23%	5%	-1%	-4%
COc1ccc(S(=O)(=O)N2CC(C(=O)O)Oc3ccc(CC(=O)O)cc32)cc1 (stereo not given)	-8%	1%	-5%	-1%	-2%	-1%	9%	-6%
Cc1cc(C(=O)CN2C(=O)NC3(CCCCC3)C2=O)c(C)n1-c1ccc2c(c1)OCO2	8%	13%	?	-18%	7%	-1%	-4%	-2%
COc1ccc(NC(=O)CSc2nnc(NC(=O)c3ccco3)s2)cc1	1%	-3%	-15%	-1%	8%	-8%	-7%	11%
COc1cccc(S(=O)(=O)Nc2ccc(C(=O)N3CCN(C(=O)c4ccco4)CC3)cc2)c1	-15%	10%	-10%	-1%	3%	3%	-2%	i
CCn1c(CNC(=O)c2ccc(OC)cc2)nnc1SCC(=O)Nc1ccc(F)cc1	-5%	-10%	3%	-1%	.	.	.	.
O=[N+]([O-])c1cccc2ccc(/C=C/c3ccc(Cl)cc3)nc12	-5%	-7%	-3%	-9%	.	-18%	5%	-9%
O=C(O)CC1(CC(=O)Nc2ccc(Cl)cc2C(=O)c2ccccc2)CCCC1	3%	-8%	-5%	-1%	3%	3%	-2%	0%
CSC1=NCCN1CCOc1ccccc1	6%	-2%	?	1%	-11%	.	-6%	?
